Compound activity: PubChem BioAssay, National Center for Advancing Translational Sciences (NCATS)
aSyn yeast rescue: qHTS of alpha-syn Inhibitors: NCGC Sytravon Library Screen | S. cerevisiae alpha-synuclein toxicity rescue, BacTiter-Glo growth, 24 h | Potency, µM (doses to about 46.1 µM), for inactives: at the highest dose growth rescue (activation), actives largely listed as activators | 0.02% of 94,000 active | AID 1347070, 2019; active means well fitted activation curve with a large enough effect; further: 0% is about no effect
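Growth restoration measured by BacTiter-Glo luminescence after 24 hr at 30 deg C; alpha-synuclein yeast, raffinose-pregrown to mid-log, were added at OD600=0.02 in galactose medium onto pinned compounds.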
Active calls of the source: *; & = joins results of further samples; [ ] = remark or other dose. Potency means the concentration at half of the fitted maximal effect.

no.	mol	aSyn yeast rescue
1	O=C(O)c1ccc(Cl)c(S(=O)(=O)Nc2ccc3cn[nH]c3c2)c1	3.8%
2	CC1=C(C(=O)OCC2CCCO2)C(c2ccsc2)C2=C(CCCC2=O)N1 (stereo not given)	1.3%
3	CCOc1cc2[nH]c(=S)n(Cc3ccc(C(=O)NCCN(CC)CC)cc3)c(=O)c2cc1OCC	0.2%
4	CC1CN(c2ccc(Cl)cc2[N+](=O)[O-])CCN1S(C)(=O)=O (stereo not given)	7.0%
5	Cc1ccc2c(c1)C(c1ccccc1)N(C(=O)c1ccc(S(=O)(=O)N3CCCC3)cc1)CC(=O)N2 (stereo not given)	6.0%
6	O=C(CN1C(=O)COc2ccc(S(=O)(=O)N3CCCCCC3)cc21)NCc1ccc(Cl)cc1	-4.6%
7	Cc1oc(-c2cccs2)nc1CN1CCC(CO)(CCOc2ccccc2)CC1	-1.1%
8	CCOC(=O)C(=O)N(Nc1ccc(C)cc1)c1ccc(C)cc1	9.8%
9	COP(=O)(OC)c1nc(-c2ccccc2)oc1N1CCOCC1	-5.3%
10	O=C(CN1C(=O)c2cccnc2Oc2ccc(Cl)cc21)NCCCN1CCCCC1	3.7%
11	O=c1c2ccccc2c(/C=N/NS(=O)(=O)c2ccccc2)c(O)n1-c1ccccn1	-12.9%
12	COc1ccc(N2CCN(C(=O)c3ccc4c(c3)N(Cc3cccc(Cl)c3)C(=O)c3ccccc3S4(=O)=O)CC2)cc1	1.4%
13	Cc1ccc(OCc2ccc(-c3nc(C#N)c(NCc4ccccc4Cl)o3)o2)cc1	-4.8%
14	COc1ccc(NC(=O)Cc2ccc(NC(=O)N3CCCCc4ccccc43)cc2)c(OC)c1	10.9%
15	COc1ccc(NC(=O)Cn2cc(S(=O)(=O)Cc3ccc(F)cc3)c3ccccc32)cc1OC	-13.7%
16	Cc1ccc(CN2C(=O)C3(c4ccccc42)N(c2cccc(F)c2)C(=O)CS3(=O)=O)cc1 (stereo not given)	3.8%
17	Cc1ccc(NC(=O)COC(=O)C2CC(=O)N(Cc3ccccc3)C2)cc1F (stereo not given)	2.7%
18	O=C(NCCN1CCCC1)c1ccc2c(c1)N(Cc1ccc(F)cc1)C(=O)c1ccccc1S2=O (stereo not given)	-0.2%
19	CCc1ccc(OCC2c3cc(OC)c(OC)cc3CCN2C(=O)Cc2ccc(OC)c(OC)c2)cc1 (stereo not given)	4.7%
20	Nc1cccc2c(=O)c3ccccc3[nH]c12	-10.9%
21	CCN(CC(=O)Nc1ccc(S(=O)(=O)N2CCCCC2)cc1)Cc1ccccc1	-4.2%
22	CC(=O)c1ccc(N2CCN(C(=O)c3cc4ccc5cccnc5c4[nH]3)CC2)cc1	-1.5%
23	O=C(O)C1Cc2ccccc2CN1S(=O)(=O)c1ccccc1 (stereo not given)	0.5%
24	CN1C(=O)C2(OCC(C)([N+](=O)[O-])CO2)c2ccccc21 (stereo not given)	4.2%
25	CCOC(=O)c1c(NC(=O)/C=C/c2ccc(OC)c(OC)c2)sc(C(C)=O)c1C	-9.8%
26	CC(C)C(C(=O)NC1CCCC1)N(CC1CCCO1)C(=O)CNS(=O)(=O)c1ccc(F)cc1 (stereo not given)	0.3%
27	COc1cc2ccccc2cc1C(=O)NCCCN1CCOCC1	6.9%
28	COc1cccc(C2C3=C(CC(C)(C)CC3=O)Nc3cc4c(cc32)OCO4)c1 (stereo not given)	7.2%
29	CCn1c(CNC(=O)c2ccccc2OC)nnc1SCC(=O)c1ccc(F)cc1	4.0%
30	N#C/C(=C\c1ccc[nH]1)C(=O)c1ccccc1	-26.4%
31	CCOC(=O)c1c(NC(=O)COC(=O)c2ccc(O)cc2)sc(C(=O)NC)c1C	0.5%
32	CCC(=O)N1CCN(c2ccc(NC(=O)c3ccc4ccccc4c3)cc2)CC1	3.9%
33	CN(Cc1ccccc1)c1nc(-c2ccc(F)cc2)cc(C(F)(F)F)n1	-6.8%
34	O=C(c1ccc(OCC2CCCO2)cc1)N1CCN(S(=O)(=O)c2cccc(F)c2)CC1 (stereo not given)	-1.9%
35	CC1=C(c2ccc(C)c(C)c2)S(=O)(=O)N=C1N1CCN(c2cccc(C)c2)C(C)C1 (stereo not given)	-4.7%
36	Cc1ccc2nc(-c3ccsc3)c(NC3CCCC3)n2c1	-17.9%
37	O=C(Nc1ccc(Cl)cn1)c1ccccc1[N+](=O)[O-]	2.8%
38	Cc1ccc(N(C(C)C(=O)Nc2c(C)n(C)n(-c3ccccc3)c2=O)S(C)(=O)=O)cc1C (stereo not given)	1.7%
39	Cc1ccc(S(=O)(=O)N(C)CC(=O)Oc2ccc(-c3nnco3)cc2)cc1	17.4%
40	Cc1cccn2c3c(c(=O)nc12)C(c1ccc(F)cc1)CC(=O)N3 (stereo not given)	-8.7%
41	Cc1c(CCNC(=O)Cc2ccc(F)cc2)sc2nc(-c3ccc(F)cc3)nn12	1.6%
42	COc1ccc(N2CCN(CC(O)COc3c(OC)cccc3OC)CC2)cc1 (stereo not given)	-2.3%
43	Cc1ccc(CNC(=O)C2CCC(=O)N(Cc3cccc(F)c3)C2)s1 (stereo not given)	4.9%
44	Cc1ccccc1CCNC(=O)c1ccc2c(c1)c(C)c(C)n2C	2.9%
45	O=C(CCN1C(=O)/C(=C/c2ccccc2)SC1=S)N1CCCCCC1	10.9%
46	Cc1ccc(SCCNC(=O)CN(c2cccc(C)c2C)S(C)(=O)=O)cc1	6.9%
47	COc1ccccc1CNC(=O)c1cc(S(=O)(=O)N2CCCC(C)C2)cn1C (stereo not given)	0.6%
48	Cc1ccccc1C(=O)NCCCn1ccnc1	-6.8%
49	CCN1CCN(CCNC(=O)Nc2ccc([N+](=O)[O-])cc2)CC1	2.1%
50	COc1cc(C(C)=O)ccc1OCC(=O)NCc1ccccc1CN1CCCC1	-8.0%
51	CC(=O)c1ccc(N2CCN(C(=O)c3cc(S(=O)(=O)N4CCCCCC4)cn3C)CC2)cc1	1.0%
52	COc1ccc(Cl)cc1NC(=S)N1CCCC1	-3.3%
53	COc1ccc(-c2cc(=O)n3[nH]cnc3n2)cc1	-5.2%
54	COC(=O)Cn1c(=NC(=O)C(C)C)sc2c(C)cc(C)cc21	-0.5%
55	Cc1cccc(OC(=O)c2snnc2C)c1	-8.0%
56	COc1ccc(C(C)=O)cc1CC(=O)NCCCn1ccnc1	-10.5%
57	Cc1ccccc1NC(=O)c1ccc(F)c(S(=O)(=O)NC2CCCC2)c1	4.0%
58	O=C(C[n+]1ccccc1)N/N=C/c1ccccc1[N+](=O)[O-]	-6.9%
59	O=C(CN1C(=O)NC2(CCCC2)C1=O)NNC(=O)c1ccccc1	-5.9%
60	Cc1[nH]c(C)c2c(=O)[nH]ncc12	-2.8%

Other structures:
no.	mol	aSyn yeast rescue
61	COc1ccc(CNc2ncnc3c2c(-c2ccccc2)cn3-c2ccc(C)c(Cl)c2)cc1	6.0%
62	C[C@H](NC(=O)Nc1cccc(Br)c1)C(=O)O	12.8%
63	CCC1CN(C(=O)C2CCN(S(=O)(=O)c3c(C)noc3/C=C/c3ccccc3F)CC2)c2cc(C)ccc2O1 (stereo not given)	1.7%
64	N#C/C(=C\c1ccc(OCc2ccccc2)cc1)C(=O)Nc1ccc(C(=O)O)cc1	-5.7%
65	C=CCN(CC=C)Cc1c(C)[nH]c2c(C)c(C)ccc2c1=O	-14.1%
66	COc1ccc(OCc2nnc(SCC(=O)NC3CC4CCC3C4)o2)cc1 (stereo not given)	-7.6%
67	CCOc1ncccc1C(=O)OCC(=O)NCc1ccc2c(c1)OCO2	2.5%
68	Cc1ccc(C(=O)N/C(=C\c2ccc(-c3ccccc3[N+](=O)[O-])o2)C(=O)NCCCN(C)C)cc1	-43.9%[inhibitor]
69	CC(=O)Nc1ccc(NC(=O)Cn2c(=O)n(-c3ccc(C)cc3)c(=O)c3oc4ccccc4c32)cc1	9.7%
70	Cc1ccc(C)c(N2CCN(c3ncnc4onc(C)c34)CC2)c1	-2.0%
71	CCc1ccc2c(c1)c(=O)c(C(=O)c1ccc(C)cc1)cn2CC(=O)Nc1ccc2c(c1)OCCO2	2.2%
72	COc1ccccc1NC(=O)Cn1c(=O)n(Cc2nc(-c3ccccc3)no2)c(=O)c2ccccc21	5.2%
73	CC(C)c1nc(SCC(=O)Nc2ccc3c(c2)OCCO3)c2c(=O)n(C)c(=O)n(C)c2n1	11.6%
74	C/C(=N/NC(=O)c1cc(C)[nH]n1)c1ccco1	-17.4%
75	C=CCc1cc(Cl)ccc1OCCNCCN1CCOCC1	-9.9%
76	CCOCCOC(=O)c1ccc2c(c1)N(Cc1ccccc1C#N)C(=O)c1ccccc1S2(=O)=O	0.0%
77	O=C(O)c1cccnc1SCc1cccc(Cl)c1	9.3%&3.3%
78	O=C(OCc1ccccc1)N1CCC2CC1c1ccc(N3CCOCC3)cc12 (stereo not given)	-6.1%
79	COc1ccc(N(CC(=O)N2CCN(c3cc(C)ccc3C)CC2)S(=O)(=O)c2c(C)noc2C)cc1	7.3%
80	O=C(Cn1nc(C(=O)O)c2ccccc2c1=O)NCc1ccco1	-4.6%
81	CN(C(=O)c1cc(-c2cccs2)nn1-c1ccccc1)C1CCS(=O)(=O)C1 (stereo not given)	4.1%
82	CCOC(=O)c1c(NC(=O)CC)sc(C(=O)NC2CCCC2)c1C	-5.8%
83	Cc1ccc(CCNC(=O)C(NS(=O)(=O)c2ccc3c(c2)oc(=O)n3C)C(C)C)cc1 (stereo not given)	-4.2%
84	Cc1c(C(=O)N(Cc2cccc(Cl)c2)Cc2ccco2)oc2ccccc12	4.0%
85	O=C(c1ccco1)N1CCN(Cc2cccc3ccccc23)CC1	3.6%
86	O=C(COc1ccccc1F)Nc1nnc(S(=O)(=O)N2CCCCCC2)s1	-7.3%
87	O=[N+]([O-])c1ccc(CS(=O)(=O)N2CCN(c3ccccc3)CC2)cc1	-7.8%
88	CCCNC(=O)N1CCN(S(=O)(=O)c2ccc3c(ccn3C)c2)CC1	-7.4%
89	Cc1cccc(C)c1NS(=O)(=O)c1ccc(NS(=O)(=O)c2ccc3c(c2)OCCO3)cc1	3.4%
90	O=C(COC(=O)c1n[nH]c2ccccc12)c1ccc(F)c(F)c1	0.9%
91	Cc1ccc(OCCNC(=O)CNC(=O)c2ccc(C)c(C)c2)cc1	14.2%
92	CCn1cc(C(=O)N2CCN(c3cccc(C)c3C)CC2)c2cc(OC)c(OC)cc2c1=O	20.6%
93	CCOc1ccccc1CNC(=O)CCc1c(C)nn(-c2ccc(N3CCCC3)nn2)c1C	1.3%
94	COCCN1C=C(C(=O)OC)C(c2ccc(Cl)cc2)C(C(=O)OC)=C1	-46.5%[inhibitor]
95	CCCCN(CC)CCNC(=O)c1nn(-c2ccc(OC)cc2)c(=O)c2c1c1ccccc1n2C	4.0%
96	CCc1nn(CC(=O)NCc2ccccc2)c(=O)c2cccn12	3.5%
97	Cc1ccc2nc(Cl)c3cc(C(=O)N4CCCC(C)C4)sc3c2c1 (stereo not given)	0.1%
98	O=C(CN1CCCC1)N/N=C/c1c(O)ccc2ccccc12	1.2%
99	O=C(NCC(=O)N(c1ccc(F)cc1)C(C(=O)NC1CCCCC1)c1ccncc1)c1ccco1 (stereo not given)	4.7%
100	COc1cc(Nc2c3ccccc3nc3ccccc23)cc(OC)c1OC	-6.3%
101	Cn1ccnc1SCC(=O)Nc1cccc(S(=O)(=O)N2CCCCCC2)c1	-2.1%
102	CCc1ccc(OCC(=O)Nc2cc(-c3nc4cc(C)ccc4o3)ccc2C)cc1	7.2%
103	COc1ccc(OCc2nnc(SCC(=O)Nc3nnc(C4CC4)s3)n2C)cc1	-3.4%
104	COc1ccccc1-n1ncc2c(=O)[nH]c(SCC(=O)Nc3ccc(Cl)cc3)nc21	1.7%
105	CCOC(=O)CSc1nc2c(sc3ccccc32)c(=O)n1CCO	8.5%
106	CCOC(=O)c1cc(OCC)c2c(ccc3cc(OC)ccc32)n1	4.4%
107	Cc1cc2c(c(/C=C/C(=O)c3ccccc3)c1)OC1(C=C2)Oc2ccccc2C(=O)N1C (stereo not given)	-5.6%
108	COc1ccc(C(CNC(=O)Cc2ccc3ccccc3c2)N(C)C)cc1 (stereo not given)	0.5%
109	Cc1ccc(C(=O)N(Cc2sccc2C)C2CCS(=O)(=O)C2)cc1 (stereo not given)	0.0%
110	O=C(CSc1ncccn1)Nc1cc(Cl)ccc1[N+](=O)[O-]	-2.5%
111	C[C@H]1CN([C@@H](C)CO)S(=O)(=O)c2ccc(Br)cc2O[C@H]1CN(C)C(=O)c1cccnc1	2.9%
112	COc1ccc(OC)c(C2CC(=O)N3CN(c4cccc(Cl)c4C)CSC3=C2C#N)c1 (stereo not given)	-3.2%
113	CCOCCCNC(=O)C(NC(=O)Cc1c[nH]c2ccccc12)c1ccccc1 (stereo not given)	0.9%
114	Nc1nc(SCC(=O)N2CCOCC2)[nH]c(=O)c1-c1ccccc1	-9.0%
115	COc1ccc(OCCn2cc(C(=O)c3ccco3)c3ccccc32)cc1	-10.5%

Six compounds picked at random from those above, as already listed:
no.	mol	aSyn yeast rescue
109	Cc1ccc(C(=O)N(Cc2sccc2C)C2CCS(=O)(=O)C2)cc1 (stereo not given)	0.0%
113	CCOCCCNC(=O)C(NC(=O)Cc1c[nH]c2ccccc12)c1ccccc1 (stereo not given)	0.9%
103	COc1ccc(OCc2nnc(SCC(=O)Nc3nnc(C4CC4)s3)n2C)cc1	-3.4%
108	COc1ccc(C(CNC(=O)Cc2ccc3ccccc3c2)N(C)C)cc1 (stereo not given)	0.5%
110	O=C(CSc1ncccn1)Nc1cc(Cl)ccc1[N+](=O)[O-]	-2.5%
107	Cc1cc2c(c(/C=C/C(=O)c3ccccc3)c1)OC1(C=C2)Oc2ccccc2C(=O)N1C (stereo not given)	-5.6%

These rows are one share of the data, so the mix of outcomes need not match the whole.
